# Source: PubChem (National Center for Advancing Translational Sciences (NCATS))
# 15-hLO inh – inhibitors of human 15-lipoxygenase (ALOX15) | P16050 | purified 15hLO-1, xylenol orange hydroperoxide absorbance | Potency, µM (titrated, usually from 57.1 µM), for the others: at the highest dose activity change, negative = inhibition, most hits filed as inhibitors | 74,000 compounds, 1.4% hits; also: potency is read from the fitted curve at half-maximal effect; % is scaled to controls: 0 for no effect and ±100 for the full control effect; nearly all actives have a fitted effect of over 55% in size
# Target sequence (P16050 whole entry, looked up): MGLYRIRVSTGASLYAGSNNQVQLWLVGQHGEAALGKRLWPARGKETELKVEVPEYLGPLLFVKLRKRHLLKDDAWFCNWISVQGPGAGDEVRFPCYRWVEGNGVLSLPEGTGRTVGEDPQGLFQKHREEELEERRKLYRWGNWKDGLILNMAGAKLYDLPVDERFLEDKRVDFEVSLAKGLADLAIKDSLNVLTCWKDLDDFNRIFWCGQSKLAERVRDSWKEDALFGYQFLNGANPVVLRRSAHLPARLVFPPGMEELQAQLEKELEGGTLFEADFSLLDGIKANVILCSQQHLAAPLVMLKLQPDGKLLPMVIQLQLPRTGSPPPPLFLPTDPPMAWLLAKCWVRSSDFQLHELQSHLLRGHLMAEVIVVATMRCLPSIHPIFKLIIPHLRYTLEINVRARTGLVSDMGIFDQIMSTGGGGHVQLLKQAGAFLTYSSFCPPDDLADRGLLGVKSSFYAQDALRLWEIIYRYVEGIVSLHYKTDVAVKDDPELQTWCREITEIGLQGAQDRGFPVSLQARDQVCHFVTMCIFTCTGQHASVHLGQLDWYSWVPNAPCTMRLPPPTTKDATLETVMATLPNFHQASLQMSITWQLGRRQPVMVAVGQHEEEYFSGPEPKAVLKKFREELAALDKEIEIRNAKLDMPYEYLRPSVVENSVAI
#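 Quantitative HTS in 25 mM Hepes pH 7.5 containing 0.01% Triton X-100: human 15hLO-1 at 40 nM, arachidonic acid at 50 uM, 6 min turnover. Product quantified via ferrous oxidation/xylenol orange, 573:405 nm absorbance ratio.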
# Fluorescein autfl – fluorescein region autofluorescence | Compound autofluorescence, 480/540 nm, fluorescein-equivalent; hits give high values | 59,000 compounds, 0.91% hits | AID 593 | max fluorescein-equivalent concentration, M; in the data active = max fluorescein-equivalent concentration above about 10 nM; inconclusive = between about 1.1 nM and that limit
#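 Fluorescein stocks ranging 3 mM down to 300 nM, plus DMSO blanks, were pinned alongside compounds to build a per-plate standard curve. Buffer: 100 mM Tris, pH 8.0. Incubation 15 min, room temperature; filters 480/540 nm.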
# HADH2 inhib – inhibitors of human HADH2 dehydrogenase. recombinant HADH2, NADH fluorescence, beta-hydroxybutyryl-CoA. Potency, µM (series often up to 57.1 µM), inactives show top-dose activity change, negative = inhibition, most hits filed as inhibitors. 73,000 compounds, 3.4% hits. AID 886; also: potency is read from the fitted curve at half-maximal effect; % is scaled to controls: 0 for no effect and ±100 for the full control effect; nearly all actives have a fitted effect of over 60% in size; many of its hits are not listed in these tables
# Target sequence (Q99714 whole entry, looked up, one chain of several): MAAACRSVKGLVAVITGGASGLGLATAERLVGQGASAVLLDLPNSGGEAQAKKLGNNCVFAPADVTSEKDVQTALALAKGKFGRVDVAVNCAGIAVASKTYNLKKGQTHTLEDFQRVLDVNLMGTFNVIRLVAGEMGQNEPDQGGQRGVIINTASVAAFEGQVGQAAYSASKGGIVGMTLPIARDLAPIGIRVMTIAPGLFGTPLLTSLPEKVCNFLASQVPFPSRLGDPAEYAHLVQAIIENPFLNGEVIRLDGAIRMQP
#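 Activity measured as NADH fluorescence gain (360/450 nm), taken as the change between first and last reads of a 4-min kinetic run. Conditions: pH 9.0 Tris buffer, 20 nM E. coli-expressed His-tagged enzyme, 1 mM NAD+, 90 uM beta-hydroxybutyryl-CoA; 15-min compound preincubation.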
# HBB splice mod – hemoglobin beta splicing modulation | HBB splicing reporter cell assay, activation; EGFP reporter with mutant IVS2-654 intron; response scale: normalised to 500 nM splice-correcting PNA | Potency, µM (titrated, usually from 46.1 µM), for the others: at the top dose activation, actives largely listed as activators | 65,000 compounds, 0.06% hits | AID 925; also: potency is read from the fitted curve at half-maximal effect; 0% is about no effect
#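 Compounds were applied for 2 days to HeLa EGFP-654 cells, 500/well in Optimem with 2% FCS. The reporter's EGFP is disrupted by mis-splicing of beta-globin intron IVS2-654. Readout: summed well GFP fluorescence from 488 nm laser scanning; reference was 500 nM antisense […] 654 PNA.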
# Hsp90 Hop PPI – changes Hsp90-Hop TPR2A binding signal, up or down. AlphaScreen TPR2A-His6 binding biotin-Hsp90 C-terminal peptide. 71,000 compounds, 0.44% hits. Potency, µM (highest dose often 57 µM), inactives show top-dose activity change, negative = inhibition. AID 595; active = well fitted curve in either direction with a large enough effect; inconclusive = small, poorly fitted or top-dose-only effect, or another doubt; also: potency is read from the fitted curve at half-maximal effect; % is scaled to controls: 0 for no effect and ±100 for the full control effect; many of its hits are not listed in these tables
# Texas Red fluor – Texas Red region autofluorescence; max dye-equivalent concentration, M; Compound fluorescence, Texas Red channel, 547/618 nm; hits give high values; 59,000 compounds, 0.06% hits; AID 587; in the data active = max dye-equivalent concentration above about 10 nM; inconclusive = between about 1.1 nM and that limit
#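 Pin-transferred compounds and Texas Red standards go into 100 mM Tris buffer, pH 8.0. After 15 min at room temperature, plates are imaged with 547/618 nm filters. Each value is a dye-equivalent concentration derived from the per-plate dye curve.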
# 4MU fluor – 4-MU region autofluorescence. compound autofluorescence, 340/450 nm, 4-MU equivalents; hits give high values. 59,000 compounds, 11% hits. max dye-equivalent concentration, M; in the data active = max dye-equivalent concentration above about 10 nM; inconclusive = mostly about 1.1 nM to 9.6 nM
#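 Compounds in 100 mM Tris, pH 8.0, sat 15 min at room temperature before fluorescence was read at 340 nm excitation/450 nm emission; a per-plate six-point 4-MU standard curve converted signals to dye-equivalent concentration at each compound concentration.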
# Rhodamine fluor – rhodamine region autofluorescence; AID 594; 59,000 compounds, 0.05% hits; Rhodamine-region fluorescence, 547/598 nm, Tris buffer; hits give high values; max dye-equivalent concentration, M; in the data active = max dye-equivalent concentration above about 11 nM; inconclusive = between about 1.1 nM and that limit
#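 Steps: pin-transfer compounds into pH 8.0 Tris (100 mM), hold 15 min at room temperature, image with a 547/598 nm filter pair, and convert intensities to rhodamine-equivalent concentration using a six-point on-plate rhodamine series.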
# Pol III holo inh – inhibitors of bacterial DNA polymerase III holoenzyme; reconstituted DNA polymerase III holoenzyme replication, biochemical; Potency, µM (titrated, usually from 57.1 µM), for inactives: at the highest dose activity change, negative = inhibition; 71,000 compounds, 0.25% hits; AID 603; also: potency is read from the fitted curve at half-maximal effect; % is scaled to controls: 0 for no effect and ±100 for the full control effect
#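 Reconstituted *E. coli* holoenzyme (0.35 nM Pol III, 1 nM beta, 154 nM SSB, 2 nM primase) was preincubated with compound for 15 min at RT. Synthesis on 1.4 nM ssM13Gori ran 35 min, then was stopped with PicoGreen/EDTA and read as dsDNA fluorescence.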
# UbGFP stabilizer – ubiquitin-GFP accumulation via proteasome inhibition; Ubiquitin-GFP reporter cells, proteasome inhibition, GFP fluorescence; response scale: untreated = 0%, 10 µM MG-132 = 100%; Potency, µM (titrated, usually from 45.9 µM), for inactives: at the highest dose activation (GFP accumulation), hits mostly activators; 67,000 tested, under 10 active; AID 526; active = well fitted activation curve with a large enough effect, not every such curve was filed as active; inconclusive = small, poorly fitted or top-dose-only effect, or another doubt; inactive = no such curve, though single readings can be large or run the other way; also: potency is read from the fitted curve at half-maximal effect
#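 Reporter cells (U2OS, ubiquitin-G76V-GFP fusion) are plated overnight, then treated 4 hr at 37 °C with compound titrations from 46 uM down to 2.9 nM. Activity is scaled against untreated cells and 10 uM MG-132.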
# Epigenetic mod – derepresses silenced GFP locus in mouse C127i cells | mouse C127i GFP locus derepression, cytometry, 30 h | Potency, µM (series often up to 46.1 µM), for the others: top-dose GFP derepression (activation) | 68,000 compounds, 0.09% hits | AID 597; also: % of control where 0% means no effect
#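 Locus derepression in mouse mammary C127i cells whose integrated CMV-GFP reporter is normally silent; GFP expression after 30 h compound treatment was quantified by counting fluorescent cells.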
# * marks the source's active call; other numbers are inactive results; i = inactive; ? = inconclusive; . = not tested or not shown; & = joins results of further samples; [ ] = dose if it differs, or a comment. Unless noted, calls follow the shape of the dose curve; as a rule, active = well fitted curve in the direction sought with a large enough effect; inconclusive = small, poorly fitted or top-dose-only effect, or another doubt; inactive = no such curve, though single readings can be large; an effect the other way counts as inactive or inconclusive.
SMILES,15-hLO inh,Fluorescein autfl,HADH2 inhib,HBB splice mod,Hsp90 Hop PPI,Texas Red fluor,4MU fluor,Rhodamine fluor,Pol III holo inh,UbGFP stabilizer,Epigenetic mod
CN1C2C=C3C(C#N)=C(N)C(C#N)(C#N)[C@@H](c4ccsc4)[C@@H]3C1CC2 (stereo partly specified),.,i,.,.,.,?,1.09e-07M*,i,.,.,10.5%[20.6 µM]
COc1ccc(N2CCN(C(=O)CSc3nnc(Cn4nnc5ccccc54)n3C)CC2)cc1,-3.1%,?,-10.2%,0.9%,-5.4%,i,?,i,-0.9%,-4.9%,0.3%
Cc1cc(C)nc(NC(=NCc2ccc3c(c2)OCO3)NC(=O)Nc2ccccc2)n1,4.2%,i,17.5%,3.1%,-5.4%,i,i,i,-6.2%,4.4%,-2.7%
Cc1c(NCc2nc3ccccc3[nH]2)c(=O)n(-c2ccccc2)n1C,25.6%,i,2.0%,-0.1%[57.5 µM],-6.1%,?,i,i,-3.7%,2.7%,-0.8%
COc1ccc(C(OCCN2CCC[C@@H](C(=O)O)C2)(c2ccc(OC)cc2)c2ccc(OC)cc2)cc1,-8.4%[25.6 µM],.,3.9%,.,-4.6%,.,.,.,-1.5%,0.0%,-1.4%
Cc1cc(C)c(S(=O)(=O)Nc2ccc[nH]c2=O)c(C)c1,2.3%,i,-16.0%,-1.1%,-1.7%,i,i,i,-2.8%,-1.3%,4.3%
COc1ccccc1CNC(=O)CCn1c(=O)sc2ccccc21,4.0%,i,-0.4%,-2.4%,-0.8%,i,i,i,-5.8%,7.0%,1.0%
Oc1cccc(-c2nc3ccccc3s2)c1,-28.7%,i,15.8µM*,6.1%,-4.5%,i,i,i,8.6%,-3.7%,3.2%
Cc1ccc(S(=O)(=O)N2CCCN(S(=O)(=O)c3ccc(C(F)(F)F)cc3)CC2)cc1,-0.3%,i,10.0%,.,-0.7%,i,i,i,-6.4%,8.9%,-0.2%
CSc1ccc(/C=N/n2c(C)cc(C)cc2=O)cc1,3.4%[11.4 µM],.,11.1%[11.4 µM],4.5%[0.0738 µM],-7.8%[11 µM],.,.,.,-4.2%[11.4 µM],-2.8%[9.17 µM],-0.3%
CCOC(=O)C1CCCN(c2c(NCCN(C)Cc3ccccc3)c(=O)c2=O)C1 (stereo unspecified),6.5%,.,-15.8%,-0.3%,-2.1%[2.3 µM],.,.,.,-2.2%,1.4%,.
Cc1ccc(-c2csc3nnc(SCc4csc(C)n4)n23)cc1,-1.6%,i,7.3%,-0.5%,-3.8%,i,i,i,-3.9%,-0.9%,4.3%
COc1cccc(C2CC(c3ccccc3)Nc3ncnn32)c1 (stereo unspecified),14.1%,i,?,-0.1%[57.5 µM],-3.4%,i,1.18e-08M*,i,-1.3%,-0.2%,4.3%
COc1ccccc1CCNC(=O)c1cnn2c(C(F)F)cc(C)nc12,-9.6%,.,5.9%,-0.9%,-2.8%,.,.,.,3.7%,23.0%,4.7%
CS(=O)(=O)N1CCCC(C(=O)N2CCc3ccccc3C2)C1 (stereo unspecified),3.8%,i,7.2%,-1.0%,4.8%,i,i,i,5.7%,23.1%,-1.7%
O=c1c(Cc2ccccc2)c(O)nc2n1CCS2,0.9%,i,-0.5%,-1.1%[0.369 µM],1.5%,i,i,i,-4.3%,2.6%,0.0%
CSCCC(NC(C)=O)C(=O)Oc1ccc2c3c(c(=O)oc2c1)CCCC3 (stereo unspecified),2.1%[11.4 µM],.,0.631µM*,-3.1%[0.0738 µM],-5.0%[11 µM],.,.,.,-10.1%[11.4 µM],-15.8%[9.17 µM],-3.6%
CCOC(=O)CSc1nnc(-c2ccc(S(=O)(=O)N3CCOCC3)cc2)n1-c1ccccc1,-4.5%,i,-21.1%,0.9%,-3.1%,i,i,i,5.1%,2.9%,-2.3%
C[C@@H](CN1CCC(Cc2ccccc2)CC1)[C@@H](O)c1ccc(O)cc1,2.7%[25.6 µM],.,11.0%,.,-4.9%,.,.,.,2.9%,6.4%,1.4%
CCCc1nnc(NC(=O)C2CCCO2)s1 (stereo unspecified),-21.7%,?,1.7%,.,-1.5%,i,i,i,-0.1%,2.0%,2.9%
O=C(O)CC(NC(=O)c1ccccc1NC(=O)c1ccccc1)C(=O)O (stereo unspecified),16.7%,.,1.0%,0.4%[9.22 µM],1.1%,.,.,.,-5.6%,0.9%,-2.0%
O=C(O)CCCCC(=O)O,-0.2%,.,-10.9%,-0.2%,-1.3%,.,.,.,-2.5%,.,.
O=C(O)c1[nH]c2c([N+](=O)[O-])cc([N+](=O)[O-])cc2c1C(=O)O,-1.9%[11.4 µM],?,3.2%[11.4 µM],-0.7%[9.22 µM],-3.5%[11 µM],i,i,i,0.2%[11.4 µM],0.0%[9.17 µM],2.2%[9.22 µM]
COc1ccc(C2CC(c3ccc(Br)cc3)Nc3nc(N)nn32)cc1 (stereo unspecified),7.9%,?,5.2%,-1.1%[57.5 µM],-6.1%,i,i,i,5.8%,0.9%,-2.2%
CCn1c(CNC(=O)C(C)(C)C)nc2ccccc21,3.7%,.,5.0%,-0.1%,-4.5%,.,.,.,-5.0%,8.9%,.
Cc1sc2ncn(CC(=O)NCc3ccccn3)c(=O)c2c1S(=O)(=O)N1CCOCC1,14.0%,?,0.8%,-1.5%,-10.1%,i,i,i,-2.8%,-19.1%,-2.9%
CCOC(=O)CSc1nnc([C@H](C)NC(=O)OC(C)(C)C)o1,7.3%,i,0.1%,-3.0%[0.369 µM],-5.9%,i,i,i,-4.6%,1.7%,2.6%
O=C(O)CCSCc1ccccc1F,7.5%,i,0.2%,-1.6%,1.7%,?,i,i,3.3%,-6.6%,0.0%
CCOC(=O)c1c(C)oc(NC(=O)COc2ccc(Cl)cc2C)c1C#N,-16.6%,?,9.3%,-0.3%[57.5 µM],0.6%,?,i,i,-2.7%,-0.6%,2.5%
COc1ccc(-c2cc(N)n(S(=O)(=O)c3c(F)c(F)c(F)c(F)c3F)n2)cc1OC,-15.3%,?,?,2.7%,-16.1%,i,i,i,-6.1%,-5.2%,-5.1%
CN1C(=O)C(O)(CC(=O)c2ccc(F)cc2)c2cc(Br)ccc21 (stereo unspecified),-14.3%,.,-8.8%,-0.4%,-5.2%,.,.,.,2.6%,15.1%,-2.3%
COC(=O)c1ccccc1NS(=O)(=O)c1ccc2c3c(cccc13)C(=O)N2,-12.4%,i,8.0%,-0.6%,11.4%,i,?,i,1.9%,0.0%,0.7%
CCOC(=O)c1[nH]cnc1C(=O)Nc1ccccn1,-2.6%,.,1.4%,-1.4%[9.22 µM],-0.8%,.,.,.,0.6%,-18.3%,-2.2%
CCCCN(C)C(=O)C(Cc1ccccc1)NS(=O)(=O)c1ccc2c(c1)CCC(=O)N2 (stereo unspecified),-0.8%,.,-4.3%,-1.3%,-4.7%[2.3 µM],.,.,.,-4.2%,11.9%,.
CC(C)(C)c1ccc(O)c(CN(Cc2c(O)ccc3ccccc23)C2CCCCC2)c1,15.1%[11.4 µM],i,-9.9%[11.4 µM],2.9%[9.22 µM],-1.2%[11 µM],i,?,i,-8.9%[11.4 µM],-4.1%[9.17 µM],0.0%[9.22 µM]
CCOc1cc(N2CCOCC2)c(OCC)cc1NC(=O)C(NC(=O)c1ccco1)C(C)C (stereo unspecified),6.2%,i,3.4%,0.6%[57.5 µM],-3.6%,i,i,i,-5.2%,2.6%,0.0%
CC(C)C1=C[C@@]23CC[C@@H]4[C@](C)(CCC[C@@]4(C)C(=O)O)[C@@H]2C[C@@H]1[C@@H](C(=O)O)[C@@H]3C(=O)O,9.3%[11.4 µM],i,-6.2%[11.4 µM],4.7%[9.22 µM],-0.2%[11 µM],?,i,i,-11.2%[11.4 µM],-5.7%[9.17 µM],-0.6%[9.22 µM]
O=C(Nc1ccc2c(c1)OCO2)c1ccncc1,-13.8%,.,-3.0%,1.4%,-5.5%,.,.,.,0.0%,-11.6%,-1.8%
CC(C)(C)NC[C@H](O)COc1cccc2[nH]c(=O)[nH]c12,?,i,17.0%&-11.2%,0.1%,-1.4%&-8.9%,i,i,i,-4.1%&-5.1%,8.1%&2.1%,2.4%&-2.2%
COc1cccc(-c2cc(C(F)(F)F)nc(NCc3ccco3)n2)c1,?,?,-23.6%,-1.5%,?,i,?,i,-4.4%,1.4%,2.3%
Cc1ccc(Cn2c(Sc3ncccn3)nc3c2c(=O)[nH]c(=O)n3C)cc1,0.8%,?,2.9%,.,-2.4%,i,i,i,-4.6%,8.0%,-1.7%
C=CCCC,2.2%,.,1.3%,-1.7%,-2.4%,.,.,.,0.1%,.,.

# Only part of the results is shown, so the mix of outcomes need not match the whole.
